AMA1-RON2 inh: inhibitors of Plasmodium falciparum AMA1-RON2 interaction; AlphaScreen AMA1-biotinylated RON2 peptide binding; Potency, µM (series often up to 58.2 µM), inactives show at the top dose activity change, negative = inhibition, usual class: inhibitors; actives 0.2% (n = 360,000);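 also: potency is read from the fitted curve at half-maximal effect; 0% = vehicle wells and -100% = peptide control; nearly all actives have a fitted effect of over 45% in size; some results filed as inactive show a strong effect at the top dose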
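AMA1 (3D7) with his tag at 25 nM final met compounds first, then biotinylated RON2 peptide at 25 nM; detection used donor plus acceptor beads, 10 µg/mL apiece, read by AlphaScreen after 30 min at room temperature.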
FBPA Giardia inh: inhibitors of Giardia lamblia fructose-1,6-bisphosphate aldolase; AID 2451; purified Giardia FBPA; A8B2U2; Potency, µM (titrated, usually from 59.6 µM), for the others: at the top dose activity, negative = inhibition, hits mostly inhibitors; actives 0.71% (n = 290,000); also: potency is read from the fitted curve at half-maximal effect; nearly all actives have a fitted effect of over 55% in size
Target sequence (A8B2U2 whole entry, looked up): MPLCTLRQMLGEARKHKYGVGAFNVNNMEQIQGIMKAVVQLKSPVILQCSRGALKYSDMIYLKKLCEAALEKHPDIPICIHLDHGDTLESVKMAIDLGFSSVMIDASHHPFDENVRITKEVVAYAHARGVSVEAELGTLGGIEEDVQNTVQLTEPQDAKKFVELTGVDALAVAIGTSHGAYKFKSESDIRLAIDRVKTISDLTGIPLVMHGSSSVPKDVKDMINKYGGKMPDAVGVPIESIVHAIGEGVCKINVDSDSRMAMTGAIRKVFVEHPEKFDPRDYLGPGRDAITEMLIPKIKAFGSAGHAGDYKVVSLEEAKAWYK
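Giardia FBPA (40 nM reagent) was preincubated 10 min at RT with compound (up to 57.5 uM final), then substrate plus GAPDH/TPI/NAD/arsenate coupling system with diaphorase/resazurin was added; resorufin fluorescence (525/598 nm) was read after 20 min.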
HCMV inh: blocks human cytomegalovirus replication; HFF cells, HCMV-luciferase reporter, 72 h; stronger effect = lower value; activity change, negative = inhibition, % at 57.5 µM; actives 4.5% (n = 410,000); AID 1259415; in the data active = activity change below about -60%; inconclusive = no clear call, values can overlap the other calls; inactive = above about -39%
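Two-dose cell screen: HFF monolayers treated with compounds and infected with luciferase-expressing HCMV at 1 PFU/cell, 72 h at 37C, then lysed for luciferase measurement.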
AmpC detergent: inhibitors of E. coli AmpC beta-lactamase with detergent. AmpC hydrolysis of nitrocefin, absorbance 480 nm, 0.01% Triton. Potency, µM (highest dose often 114 µM), without a hit: at the top dose activity change, negative = inhibition, hits mostly inhibitors. actives 0.041% (n = 370,000). AID 485294;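 also: potency is read from the fitted curve at half-maximal effect; 0% = no-compound wells and -100% = no-enzyme wells; nearly all actives have a fitted effect of over 25% in size; some results filed as inactive show a strong effect at the top dose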
Target sequence (P00811 whole entry, looked up): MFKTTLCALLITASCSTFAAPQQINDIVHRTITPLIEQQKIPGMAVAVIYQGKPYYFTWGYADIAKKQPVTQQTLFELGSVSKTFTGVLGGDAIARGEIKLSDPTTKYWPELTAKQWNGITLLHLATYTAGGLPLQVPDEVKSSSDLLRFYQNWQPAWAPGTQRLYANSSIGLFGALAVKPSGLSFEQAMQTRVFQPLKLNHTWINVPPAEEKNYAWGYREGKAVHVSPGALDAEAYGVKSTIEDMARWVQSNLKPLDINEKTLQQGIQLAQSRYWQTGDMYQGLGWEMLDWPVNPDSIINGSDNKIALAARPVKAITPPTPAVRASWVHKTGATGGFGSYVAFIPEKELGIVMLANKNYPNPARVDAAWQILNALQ
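20 mM phosphate pH 7.0 + 0.01% (detergent screen) or 0.0001% Triton X-100; 5.3 nM AmpC reagent; cpd preinc 15 min RT; nitrocefin (800 uM stock) to start; A480 q20 s × 4 min; Activity was normalised to no-enzyme and no-compound control wells.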
Sm TGR block: S. mansoni TGR enzyme inhibition. purified TGR, DTNB reduction, TNB absorbance 405 nm. Q962Y6. AID 485364. Potency, µM (top dose mostly 114 µM), inactives show at the highest dose activity change, negative = inhibition, actives largely listed as inhibitors. actives 3% (n = 360,000); also: potency is read from the fitted curve at half-maximal effect; nearly all actives have a fitted effect of over 60% in size
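TGR 20 nM + NADPH 100 uM (dispensed conc.), cpd preinc 15 min RT; start with NADPH (500 uM addition) then DTNB (15 mM addition). Kinetic TNB absorbance, 405 nm filter. Four-parameter Hill fit across titration.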
AmpC no deterg: blocks E. coli AmpC beta-lactamase in detergent-free assay | actives 0.52% (n = 330,000) | P00811 | Potency, µM (titrated, usually from 57.1 µM), inactives show at the highest dose activity change, negative = inhibition, hits mostly inhibitors | AmpC nitrocefin hydrolysis, absorbance 480 nm, 0.0001% Triton | AID 485341;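 also: potency is read from the fitted curve at half-maximal effect; plate controls were no compound for no effect and no enzyme for full effect; nearly all actives have a fitted effect of over 20% in size; some results filed as inactive show a strong effect at the top dose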
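AmpC (5.3 nM in the dispensed reagent) in 20 mM phosphate pH 7.0 with 0.01% (detergent screen) or 0.0001% Triton X-100 was preincubated with compounds for 15 min at room temperature. Nitrocefin was then added from an 800 uM solution, and hydrolysis was followed at 480 nm.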
The depositor's hits bear a star; ? = inconclusive; . = not tested or not shown; & = joins results of further samples; [ ] = dose if it differs, or a comment. Unless noted, calls follow the shape of the dose curve; as a rule, active = well fitted curve in the direction sought with a large enough effect; inconclusive = small, poorly fitted or top-dose-only effect, or another doubt; inactive = no such curve, though single readings can be large; an effect the other way counts as inactive or inconclusive. Unless noted, % is scaled to controls: 0 for no effect and ±100 for the full control effect.

Molecule,AmpC no deterg,Sm TGR block,AmpC detergent,FBPA Giardia inh,AMA1-RON2 inh,HCMV inh
Cc1c(OC(C)C(=O)NCc2ccncc2)ccc2c3c(c(=O)oc12)CCCC3 (stereo unspecified),191%[activator],3%,2%,.,2%,?
CC(C)(C)OC(=O)N1CCN(C(=O)c2nc[nH]c2C(=O)N2CCN(c3ccccc3)CC2)CC1,56%,?,-1%,.,-1%,-3
Cc1ccc(NC(=O)CS(=O)CC(=O)Nc2ccc(N3CCOCC3)cc2)cc1Cl (stereo unspecified),-1%,-23%,?,2%,?,42
CCCCc1nc2n[nH]c(N)c2c2c1CCCC2,-11%,7%,2%,2%,16%,-29
Cc1cc(C)n2nc(-c3ccc(Br)cc3)cc2n1,22%,2%,?,-13%,0%,270
CCOC(=O)C1CCN(C(=O)COC(=O)C2CCN(S(=O)(=O)c3ccc4c(c3)OCCO4)CC2)CC1,137%[activator],-8%,-13%,.,-9%,-12
COCc1ccc(C(=O)N2CCCC(Nc3ccc(C(C)C)cc3)C2)o1 (stereo unspecified),82%[activator],-14%,5%,.,-6%,17
CN(C(=O)c1nn(C)c2c1CS(=O)(=O)c1ccccc1-2)c1cccc(Cl)c1,-13%,-19%&-6%,3%&23%,.,14%,-30&-17
CCOC(=O)N1CCN(c2cc(N)c([N+](=O)[O-])cc2F)CC1,0%,3%,-1%,1%,-8%,?
COc1cccc(C2=CC(=O)C[C@H](c3ccc(OC)c(OC)c3)C2)c1,89%[activator],-5%,-1%,.,-15%,9
COc1ccc(CNC(=O)CSc2nnc(-c3ccc(NC(C)=O)cc3)n2C)cc1,.,3%,13%,-29%,-6%,-20
CCCCC1CC(CSc2ncn[nH]2)OC1=O (stereo unspecified),-10%,-6%,?,-1%,-6%,6
O=C(c1noc2c1CCc1ccccc1-2)N1CCc2ccccc2C1,-7%,-10%,0%,-24%,.,.
O=C(Cc1ccc(Br)cc1)N1CCN(c2ccccn2)CC1,-11%,-22%,-3%,2%,-7%,0
NC1(C#Cc2ccc3oc(=O)c(-n4cc(-c5ccsc5)nn4)cc3c2)CCCCC1,-19%,56µM*,-2%,.,13%,-72*
CCOc1ccc(S(=O)(=O)/N=C(/Nc2ccc(C(C)=O)cc2)c2ccccc2)cc1,-13%,.,.,.,-10%,4
COc1cccc(N2CCN(C(=O)CN(c3cc(C)cc(C)c3)S(=O)(=O)c3c(C)noc3C)CC2)c1,116%[activator],-8%,-4%,.,-1%,-35
CCOc1ccccc1Nc1ncnc2c1c(-c1ccccc1)cn2-c1ccc(OC)cc1,.,3%,7%,.,.,?
COc1ccc(/C=C/C(=O)NCC2COc3ccccc3O2)cc1OC (stereo unspecified),52%,6%,5%,3%,9%,16
COCCCNC(=O)c1nn(-c2ccc(C)cc2)c(=O)n(C)c1=O,.,3%,10%,.,.,-4
O=c1nc(Nc2cccc(Cl)c2)oc2cc(Cl)oc(=O)c12,10µM*,?,-1%,-19%,10%,54
Cc1ccccc1OCC(=O)Nc1ccccc1C(=O)OCc1cc(=O)n2c(C)csc2n1,.,-22%,13%,.,.,-75*
CCOc1cc(S(=O)(=O)N2CCC(C(N)=O)CC2)ccc1F,-11%,8%,2%,5%,-3%,-25
Cc1ccc(CNC(=O)CN(c2cccc(C)c2C)S(=O)(=O)c2ccccc2)cc1,.,1%,-8%,.,.,-3
CCN(CC)c1ccc(C2C(C(=O)OC(C)C)C(=O)CC(C)(O)C2C(=O)OC(C)C)cc1 (stereo unspecified),39%,-23%,4%,0%,-11%,-14
O=C(O/N=C(\c1ccccc1)c1ccccn1)c1ccc(Cl)c(Cl)c1,-24%,-3%,-3%,11%,80%[activator],40
COc1ccc(S(=O)(=O)N2CCCCCC2)cc1C(=O)N(C)CC(=O)Nc1ccc(F)cc1,71%[activator],-5%,-14%,.,0%,-13
NC(=O)[C@H]1CC2(CC(c3cccc(NC(=O)[C@H]4CCC(=O)N4)c3)=NO2)CN1C(=O)CC(c1ccccc1)c1ccccc1 (stereo partly specified),188%[activator],7%,2%,7%,-3%,15
Cc1c(C(=O)N(C)CCCCN2CCOCC2)oc2c(F)cccc12,22%,-10%,-12%,-2%,1%,99
Cc1cc(Cl)c(O)c(-n2nc3ccccc3n2)c1,5%,-22%,-6%,1%,-8%,-31
COC(=O)c1ccc(NC(=S)Nc2ccccc2)cc1,-13%,32µM*,5%,-9%,-4%,-19
CCCCSc1nc(SCC(=O)NCc2ccco2)c2c3c(sc2n1)COC(C)(CC)C3 (stereo unspecified),-9%,?,-9%,8%,-9%,-24

Two records drawn at random from those above:
Molecule,AmpC no deterg,Sm TGR block,AmpC detergent,FBPA Giardia inh,AMA1-RON2 inh,HCMV inh
O=C(O/N=C(\c1ccccc1)c1ccccn1)c1ccc(Cl)c(Cl)c1,-24%,-3%,-3%,11%,80%[activator],40
Cc1cc(Cl)c(O)c(-n2nc3ccccc3n2)c1,5%,-22%,-6%,1%,-8%,-31

Further results:
Molecule,AmpC no deterg,Sm TGR block,AmpC detergent,FBPA Giardia inh,AMA1-RON2 inh,HCMV inh
COc1cc(NS(=O)(=O)c2ccc(NC(=S)NC(=O)/C=C/c3ccc(F)cc3)cc2)ncn1,-24%,-15%,-8%,-13%,12%,-34
Cc1ccc(NC(=O)CSc2nnc3[nH]c(=O)cc(C)n23)cc1Cl,.,8%,4%,.,.,-39
CCCCN(C)CCNC(=O)c1ccc(Cn2c(=S)[nH]c3ccc(Br)cc3c2=O)cc1,6%,?,?,5%,51%[activator],15
Cc1ccc(/C=N/Nc2nnc(Cl)c3ccccc23)cc1,168%[activator],-4%,?,-14%,?,28
C=CCOC(=O)C1=C(C)Nc2[nH]c(=O)[nH]c(=O)c2C1c1ccccc1 (stereo unspecified),-32%,-3%,1%,4%,-1%,-22
O=C(/C(=C(\[O-])c1ccccc1)[n+]1ccc2ccccc2c1)c1ccc(Cl)cc1,-45%,-11%,-4%,-10%,-19%,18
C/C=C/c1ccc(OCCCCNCc2ccco2)c(OC)c1,27%,?,7%,?,-27%,-1
Cc1cccc(C)c1NC(=S)N(Cc1cccnc1)Cc1ccccc1Cl,-14%,-2%,4%,0%,-11%,-17

12 of these compounds in another layout:
Value order: AmpC no deterg | Sm TGR block | AmpC detergent | FBPA Giardia inh | AMA1-RON2 inh | HCMV inh
Cc1c(OC(C)C(=O)NCc2ccncc2)ccc2c3c(c(=O)oc12)CCCC3 (stereo unspecified)
  191%[activator] | 3% | 2% | . | 2% | ?
CC(C)(C)OC(=O)N1CCN(C(=O)c2nc[nH]c2C(=O)N2CCN(c3ccccc3)CC2)CC1
  56% | ? | -1% | . | -1% | -3
Cc1ccc(NC(=O)CS(=O)CC(=O)Nc2ccc(N3CCOCC3)cc2)cc1Cl (stereo unspecified)
  -1% | -23% | ? | 2% | ? | 42
CCCCc1nc2n[nH]c(N)c2c2c1CCCC2
  -11% | 7% | 2% | 2% | 16% | -29
Cc1cc(C)n2nc(-c3ccc(Br)cc3)cc2n1
  22% | 2% | ? | -13% | 0% | 270
CCOC(=O)C1CCN(C(=O)COC(=O)C2CCN(S(=O)(=O)c3ccc4c(c3)OCCO4)CC2)CC1
  137%[activator] | -8% | -13% | . | -9% | -12
COCc1ccc(C(=O)N2CCCC(Nc3ccc(C(C)C)cc3)C2)o1 (stereo unspecified)
  82%[activator] | -14% | 5% | . | -6% | 17
CN(C(=O)c1nn(C)c2c1CS(=O)(=O)c1ccccc1-2)c1cccc(Cl)c1
  -13% | -19%&-6% | 3%&23% | . | 14% | -30&-17
CCOC(=O)N1CCN(c2cc(N)c([N+](=O)[O-])cc2F)CC1
  0% | 3% | -1% | 1% | -8% | ?
COc1cccc(C2=CC(=O)C[C@H](c3ccc(OC)c(OC)c3)C2)c1
  89%[activator] | -5% | -1% | . | -15% | 9
COc1ccc(CNC(=O)CSc2nnc(-c3ccc(NC(C)=O)cc3)n2C)cc1
  . | 3% | 13% | -29% | -6% | -20
CCCCC1CC(CSc2ncn[nH]2)OC1=O (stereo unspecified)
  -10% | -6% | ? | -1% | -6% | 6

(listing goes on)
Molecule,AmpC no deterg,Sm TGR block,AmpC detergent,FBPA Giardia inh,AMA1-RON2 inh,HCMV inh
CC(C)NC(=O)c1onc(CSc2ccc(F)c(F)c2)c1C(=O)O,-14%,-1%,5%,0%,-12%,-26
O=c1oc2ccccc2cc1-c1cn2cc(Cc3cc(Cl)ccc3Cl)sc2n1,.,-2%,24%,.,.,6
CN(CC(=O)Nc1ccc(F)cc1)C(=O)C1CCN(C(=O)Nc2ccccc2)CC1,-9%,-4%,?,.,17%,-5
CCOC(=O)c1cc[n+](CC(=O)c2ccc(F)cc2)cc1,-51%,-4%,-5%,2%,19%,16
COC(=O)C1(C)NC(c2ccc(Cl)cc2)C2C(=O)N(c3ccccc3)C(=O)C21 (stereo unspecified),30%,?,3%,5%,4%,58
O=C(COc1ccc([N+](=O)[O-])cc1)N(Cc1ccccc1)Cc1ccccc1,-12%,3%,-13%,1%,-6%,-21
CCOc1ccc(C(NC(=O)CC)c2c(O)ccc3ccccc23)cc1 (stereo unspecified),-26%,2%,0%,14%,-3%,23
O=C(NCCc1ccc(F)cc1)C(=O)Nc1cc2c3c(c1)CC(=O)N3CCC2,6%,-1%,0%,.,-19%,-2
CCOC(=O)c1c(C)[nH]c(C)c1C(=O)CSc1nc2ccccc2c(=O)n1-c1ccc(C)cc1,-12%,8%,-10%,-14%,5%,-28
O=C(Nc1cccc(-c2ccc3nncn3n2)c1)c1ccco1,-32%,-5%,2%,1%,-14%,0
CN(CC(=O)Nc1ccc(F)cc1)C(=O)COC(=O)Cc1c(F)cccc1Cl,?,22%,-12%,.,-3%,-8
CN(N=Nc1ccc([N+](=O)[O-])cc1)c1ccccc1,-45%,-10%,?,0%,?,181
